EBV LMP1 NFkB: inhibitors of Epstein-Barr LMP1-induced NF-kappaB reporter; 350,000 compounds, 0.69% hits; inhibition, % at 12.5 µM; AID 504558; LMP1-induced NF-kappaB luciferase reporter cells, luminescence; in the data active means inhibition above about 41%;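 further: 0% = neutral control wells and 100% = reference inhibitor control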
iPSC survival up: increases survival of single human iPS cells; hiPSC single-cell survival, ATPlite luminescence; 100% = ROCK inhibitor wells, 0% = DMSO; survival enhancement, % at 20 µM; 360,000 compounds, 0.044% hits; AID 602274; in the data active means survival enhancement above about 18%;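 further: cells exposed to compounds for 16 hours before the ATP read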
KKLEB tox: counter-screen for CF NF-kB inhibitors: cytotoxicity | activity change (cytotoxicity), % at 5 µM | AID 602141 | 360,000 compounds, 0.36% hits | KKLEB CF airway cells viability, ATPlite luminescence, overnight; stronger effect = lower value; cells stimulated with P. aeruginosa culture filtrate;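 active means corrected activity change at or below -50% at 5 µM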
NR2E3 ag-1: agonists of human nuclear receptor NR2E3; 320,000 compounds, 0.12% hits; Q9Y5X4; AID 2300; inhibition of corepressor binding, % at 4.78 µM; GST-NR2E3/biotin-RetCOR TR-FRET, 1536-well;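 active means percent inhibition above the cutoff of mean plus 3 SD of all tested compounds, set per screening campaign, cut at about 20% in these data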;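 further: 0% = DMSO wells and 100% = biotin wells as full block of FRET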
Target sequence (Q9Y5X4 whole entry, looked up): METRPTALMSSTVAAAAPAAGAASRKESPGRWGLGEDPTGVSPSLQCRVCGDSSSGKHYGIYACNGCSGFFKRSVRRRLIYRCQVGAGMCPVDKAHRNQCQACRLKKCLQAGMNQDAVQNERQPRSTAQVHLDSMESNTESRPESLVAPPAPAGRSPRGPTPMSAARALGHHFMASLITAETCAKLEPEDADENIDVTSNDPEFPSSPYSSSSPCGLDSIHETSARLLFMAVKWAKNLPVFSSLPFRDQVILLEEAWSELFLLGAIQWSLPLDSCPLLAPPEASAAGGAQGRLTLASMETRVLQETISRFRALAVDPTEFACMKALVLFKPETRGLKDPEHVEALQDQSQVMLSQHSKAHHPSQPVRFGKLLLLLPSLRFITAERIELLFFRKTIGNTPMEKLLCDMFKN
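system = GST-tagged NR2E3 plus biotinylated RetCOR corepressor | input = 1.35 nM GST-NR2E3 | also added = 7 nM biotin-RetCOR | schedule = 5 h incubation at 4 °C | measured by = TR-FRET with europium anti-GST and streptavidin-D2, 340 nm excitation | read-out = percent loss of FRET ratio relative to control wells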
NR2E3 ag-2: activates human NR2E3 receptor; CHO-S Gal4-NCOR/VP16-NR2E3 two-hybrid, luciferase; inhibition of corepressor binding, % at 3.98 µM; 360,000 compounds, 0.35% hits; AID 602229;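 active means inhibition above the mean of all tested compounds plus 3 SD, cut at about 70% in these data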;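 further: 0% = DMSO with NR2E3 transfected cells and 100% = cells lacking NR2E3 construct; higher means lower luciferase signal from less NR2E3 corepressor binding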
HIF-2a inh: blocks HIF-2a reporter activity; 786-0 RCC cells HIF-2a reporter, luciferase luminescence, overnight; inhibition, % at 18.8 µM; 360,000 compounds, 0.72% hits;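 active means inhibition of the luminescence signal of 40% or more relative to plate controls, in a single-dose primary screen at 18.75 µM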
Peg3 promoter: inhibitors of Peg3 promoter; HeLa PEG-Prom luciferase reporter, luminescence, overnight; inhibition, % at 20 µM; 360,000 compounds, 1.7% hits; AID 588405;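 active means inhibition of at least 50% at 20 µM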
CF NFkB block: inhibitors of cystic fibrosis induced NF-kB | inhibition, % at 5 µM | 360,000 compounds, 0.86% hits | AID 588850 | KKLEB NF-kB-GFP reporter, PAF-induced, GFP fluorescence overnight;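 active means at least 50% inhibition at 5 µM, scaled per plate between neutral and stimulator controls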;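 further: PAF is a Pseudomonas aeruginosa culture filtrate used as stimulus; plate controls were PAF-stimulated DMSO wells for no effect and unstimulated DMSO wells for full effect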
C8 TRAIL sens: caspase-8 TRAIL sensitization; NB7+C8 cells + TRAIL, ATPlite viability luminescence; 360,000 compounds, 1% hits; AID 624354; inhibition (viability loss, TRAIL sensitization), % at 10 µM;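 active means compounds causing at least 50% loss of cell viability in the single-dose screen, relative to plate controls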
Shn3 3UTR inh: reduces Shn3 3'UTR luciferase signal in osteoblasts. AID 588674. 360,000 compounds, 0.52% hits. Clone20 osteoblast Shn3 3'UTR firefly luciferase, 24 h. inhibition, % at 12.5 µM;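 active means mean inhibition of at least 75% with every replicate also reaching 75%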;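 further: 0% = median of neutral control wells and 100% = pilot-screen positive control compound; some compounds past the cut are filed as inactive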
TRPM1 prom inh: reduces MITF-dependent TRPM1 promoter luciferase signal; SK-MEL-5 TRPM1 promoter luciferase, 24 h; 330,000 compounds, 0.83% hits; inhibition, % at 12.5 µM;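 active means mean inhibition across replicates of 60% or more, whatever share of single replicates reaches that level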; further: values of inactives mirror those of a sister screen read the other way
Numbers without * were called inactive; x = not tested or not shown. A portion of the library; the hit share may differ from the screen's.

structure | EBV LMP1 NFkB | iPSC survival up | KKLEB tox | NR2E3 ag-1 | NR2E3 ag-2 | HIF-2a inh | Peg3 promoter | CF NFkB block | C8 TRAIL sens | Shn3 3UTR inh | TRPM1 prom inh
O=C(N=C1N=C2C=CC=CN2Cc2ccccc21)c1ccc(S(=O)(=O)N2CCCC2)cc1 | -10 | 0.7 | 4 | 1 | -69 | -262 | -35 | -2 | -7 | -74 | -107
Cc1cccnc1C(c1ccc(F)cc1)N(C)C(=O)C1CCN(CCOc2ccc(Cl)cc2Cl)CC1 (configuration not stated) | x | -0.7 | -31 | x | -13 | -2 | 98* | 33 | 17 | 3 | x
CCOC(=O)c1cc(N)cc([N+](=O)[O-])c1 | 6 | 0.5 | 2 | -4 | -6 | 7 | 1 | 11 | -3 | -10 | -6
CC1CCCCN1C(=O)CN1CCC(c2nc3ccc(Cl)cc3[nH]2)CC1 (configuration not stated) | -5 | -0.5 | -6 | 0 | 11 | 5 | 14 | 4 | 5 | -19 | 15
COc1ccc(/C=C(/C#N)S(=O)(=O)c2ccc(C)cc2)cc1 | 3 | -0.3 | -8 | 0 | 13 | 12 | 1 | -2 | -4 | 8 | -7
COc1cc(CN(C)CCc2ccccc2)ccc1OCc1ccccc1 | 0 | -2.6 | -26 | 3 | -43 | -1 | 7 | 2 | -23 | 49 | 8
C=CCOc1c(CNc2ncn[nH]2)cccc1OCC | 5 | -1.0 | 0 | -3 | -19 | 12 | 11 | -3 | -10 | 0 | 2
Cc1nc2sc(C(c3ccc(Cl)cc3)N3CC(C)OC(C)C3)c(O)n2n1 (configuration not stated) | -3 | 2.3 | 6 | 1 | 15 | 13 | 20 | -14 | -14 | -2 | 8
C[C@@H]1CN([C@@H](C)CO)C(=O)c2cccc(NC(=O)Nc3ccccc3)c2O[C@H]1CN(C)C(=O)Nc1cccc2ccccc12 | 0 | -2.0 | -1 | x | 15 | 20 | 9 | -1 | 1 | -8 | 11
O=C(/C=C/c1cccs1)Nc1nncs1 | -12 | -0.7 | 7 | -5 | -37 | -209 | -78 | 5 | 38 | -53 | -51
Cc1ccc(NS(=O)(=O)c2cccc(C(=O)N/N=C/c3c(C)nn(-c4ccccc4)c3N3CCCC3)c2)c(C)c1 | 2 | 1.0 | 7 | 5 | -18 | 10 | 19 | 21 | -5 | 1 | 7
O=C(c1cccs1)N1CCN(S(=O)(=O)Cc2ccccc2)CC1 | -10 | -3.2 | -8 | 2 | 10 | 5 | 17 | 4 | 13 | 11 | 3
COc1ccc(NC(=O)C(C)N(c2ccc(C)cc2)S(C)(=O)=O)cc1 (configuration not stated) | 7 | 0.4 | -13 | -2 | -16 | 14 | 2 | 13 | -7 | 9 | 7
CCn1c(SCC(=O)N/N=C(\C)c2ccncc2)nnc1-c1ccc(C)cc1 | x | 1.0 | 9 | -1 | 9 | 6 | 22 | 5 | -11 | 6 | x
O=C(COC(=O)/C=C/c1ccccc1)NNC(=O)c1ccc([N+](=O)[O-])cc1 | 4 | -0.2 | 0 | 0 | 14 | 6 | -9 | 2 | 13 | -1 | 8
Cc1ccc(C(=O)N(Cc2ccco2)c2c(N)n(Cc3ccccc3)c(=O)[nH]c2=O)cc1 | -4 | -1.8 | -2 | x | 7 | -5 | 0 | 23 | 2 | -11 | x
CC1CCN(c2c(NCc3ccc(C(=O)NCc4ccco4)cc3)c(=O)c2=O)CC1 | 0 | 0.8 | -4 | 3 | 2 | 12 | 10 | -1 | 0 | 0 | -1
Clc1cccc(CN2CCCCCCC2)c1Cl | -4 | -0.6 | 0 | 3 | -4 | 10 | 3 | -4 | 3 | -3 | -11
Cc1ccc2nc(Nc3nc(CSc4nnc(C)s4)cc(=O)[nH]3)nc(C)c2c1 | -5 | 1.9 | -7 | 2 | -1 | -73 | -31 | -68 | 7 | -6 | -8
Cc1ccc(/C=C2/Sc3ccc(C(=O)NCc4ccccn4)cc3NC2=O)cc1 | -1 | -0.1 | 12 | -3 | -21 | -13 | 2 | -9 | 8 | -5 | -11
COC(=O)NNC(=S)NCc1ccccc1 | -5 | 2.1 | 13 | 1 | -16 | 5 | 4 | -8 | -6 | 4 | -3
CN(CC(=O)Nc1cccc(F)c1)C(=O)C1CC(=O)N(Cc2ccccc2)C1 (configuration not stated) | 1 | -0.1 | -4 | -1 | -22 | 4 | 21 | -15 | 9 | -7 | -4
CCCN1C(=O)/C(=C\c2nc3ccccc3c(=O)[nH]2)c2ccccc21 | -2 | -0.2 | -5 | x | -21 | 18 | 35 | -24 | 1 | -8 | -10
COc1cccc(NC(=O)CN(c2ccc([N+](=O)[O-])cc2)S(=O)(=O)c2ccccc2)c1 | -2 | -1.0 | -5 | -4 | -7 | 16 | 23 | -1 | -1 | 4 | 5
Cc1ccc(NC(=O)c2ncn(CC(=O)N3CCN(c4ccccn4)CC3)n2)cc1C | -4 | -0.4 | 6 | x | -21 | -41 | -21 | -4 | 9 | 17 | -2
CCOc1cc(NC(=S)NC)c(OCC)cc1NC(=O)c1ccco1 | 3 | -2.7 | 2 | 0 | 0 | 20 | -17 | -2 | 3 | 10 | 10
CC(C)(C)C(=O)Nc1ccc(Sc2ccc([N+](=O)[O-])cc2)cc1 | 24 | 1.0 | -9 | -2 | 53 | -19 | 34 | 14 | 15 | 48 | 4
Cc1cc(C)c(OCC(=O)Nc2ccc(S(=O)(=O)N3CCOCC3)cc2)c(C)c1 | -6 | -0.4 | 0 | 0 | -22 | 10 | 8 | 8 | 15 | 11 | 8
O=C(O)c1ccccc1-c1ccccc1C(=O)NCc1cccc(C(F)(F)F)c1 | -1 | 1.1 | 7 | 3 | -5 | 4 | -4 | -7 | 2 | -7 | 6
CN(C(=O)CCCN1C(=O)c2cccc3cccc(c23)C1=O)c1ccccc1 | -28 | 1.7 | 0 | 3 | -9 | -5 | 8 | -3 | -3 | 16 | -9
C#CCOCCOCCOCCNc1nc(N2CCN(C(=O)CCCCCCCCCCNC(=O)[C@H](CCCCN)n3cc(CCO)nn3)CC2)nc(N2CCN(C(=O)CCCCCCCCCCNC(=O)[C@H](CCCCN)n3cc(CCCC(=O)O)nn3)CC2)n1 | -10 | 3.6 | 11 | 0 | -15 | 3 | -8 | 15 | -1 | -9 | 6
CCOc1ccc(/C=C/C(=O)c2ccccc2)cc1OC | -6 | -2.7 | -12 | 0 | -71 | -145 | -203 | 0 | 21 | -66 | -45
COC(=O)c1cccc(NC(=O)CCc2c(C)noc2C)c1 | -7 | -0.4 | 9 | -1 | -11 | 4 | 4 | -22 | 6 | 4 | 2
CC1=C(C(=O)OC2CCCCC2)C(c2ccco2)C2=C(CC(C)(C)CC2=O)N1 (configuration not stated) | 2 | 4.6 | 1 | 1 | -23 | 34 | 24 | -12 | 4 | 16 | -2
Oc1ccccc1CNc1ccc2c(c1)OCCO2 | 8 | 2.7 | -4 | -3 | -8 | -54 | -102 | 22 | -2 | -7 | -24
CCOC(=O)c1ccc(NC(=S)N2CCN(CCO)CC2)cc1 | -1 | -0.1 | 4 | -2 | -18 | 3 | 1 | 11 | -6 | -23 | -3
Cc1ccc(C)c(/C=N/NC(=S)NCCc2ccccc2)c1 | 1 | -4.1 | -5 | -2 | -7 | -13 | -20 | 1 | 3 | -1 | 5
O=C(CS(=O)(=O)Nc1ccc(F)cc1Cl)Nc1ccc(F)cc1Cl | -1 | -0.8 | 0 | 0 | 7 | 12 | 31 | 8 | 5 | -7 | 7
COc1cccc(Nc2nc(C(N)C(C)C)cs2)n1 (configuration not stated) | x | -1.7 | -4 | x | -12 | 2 | 6 | 11 | -13 | -5 | x
Cc1ccc(OCc2nc(-c3ccccc3)no2)cc1 | -14 | 0.1 | 7 | 1 | -53 | -374 | -292 | -1 | 5 | -114 | -86
CNC(=O)/C(C#N)=C/c1c(F)cccc1Cl | 0 | 6.0 | 7 | 2 | -5 | -19 | -17 | -27 | 19 | -61 | -15
Cc1cc(C)c(NC(=O)C2CCCN2C)c(C)c1 (configuration not stated) | 0 | 1.2 | 7 | 4 | -7 | 17 | 14 | -3 | -7 | 4 | 14
COc1ccc(OC)c(S(=O)(=O)N2CCCC(C(=O)N3CCC(C(N)=O)CC3)C2)c1 (configuration not stated) | 6 | -0.3 | 16 | 0 | -19 | 10 | -2 | -9 | 4 | -3 | 4
CN(c1ccccc1)S(=O)(=O)c1cccc2ccccc12 | 5 | 0.1 | 10 | 1 | -8 | 0 | 18 | -4 | -3 | -10 | -4
COc1ccc(CNc2nc(NCc3ccc(OC)cc3)n(C(C)=O)n2)cc1 | 0 | 2.2 | 11 | -8 | -14 | 6 | 15 | 0 | -15 | -2 | 5
CN(C)c1ccc(N2C(=O)CSC2=S)cc1 | 0 | -0.6 | -4 | 0 | -13 | 22 | 11 | 18 | 1 | -20 | 7
Cc1ccc2oc(C(=O)N(C)Cc3ccon3)c(C)c2c1 | -19 | 0.4 | -12 | 0 | -105 | -214 | -294 | 16 | 17 | -76 | -122
CCCOc1ccc(C2C3=C(Nc4nc(N)[nH]c(=O)c42)c2ccccc2C3=O)cc1 (configuration not stated) | 2 | -0.4 | 7 | -2 | 1 | 17 | 28 | -14 | -12 | x | -2
COCCCNC(=S)N(Cc1ccccc1)Cc1ccccc1 | -1 | -2.1 | -1 | 3 | -6 | 1 | 13 | 6 | -10 | -33 | -16
Cc1ccc([N+](=O)[O-])cc1NC(=O)CN(C(=O)c1ccc(Cl)cc1)C1CCCCC1 | -4 | -1.2 | -20 | 2 | -21 | 5 | 24 | -11 | 25 | 22 | 18
CCOP(=O)(OCC)/C(C#N)=C/c1ccc(-c2ccc(F)cc2F)o1 | 5 | -0.8 | 2 | 0 | -3 | -61 | -27 | -22 | -9 | 1 | 0
CCN(CC)C(=O)Oc1ccc(Cl)c2cccnc12 | -1 | 2.4 | -4 | 3 | 20 | 5 | -6 | 17 | -5 | 6 | 12

Full records from above. Order of screens: EBV LMP1 NFkB, iPSC survival up, KKLEB tox, NR2E3 ag-1, NR2E3 ag-2, HIF-2a inh, Peg3 promoter, CF NFkB block, C8 TRAIL sens, Shn3 3UTR inh, TRPM1 prom inh
Listed for Cc1cc(C)c(NC(=O)C2CCCN2C)c(C)c1 (configuration not stated) : 0, 1.2, 7, 4, -7, 17, 14, -3, -7, 4, 14
Listed for COc1ccc(CNc2nc(NCc3ccc(OC)cc3)n(C(C)=O)n2)cc1 : 0, 2.2, 11, -8, -14, 6, 15, 0, -15, -2, 5
